Screening data as filed in PubChem.
TexasRed fluor = Texas Red fluorescence interference in TRb-SRC2 counter-screen; TRb/SRC2 Texas Red total fluorescence interference; Potency, µM (titrated, usually from 106 µM), without a hit: at the highest dose fluorescence change, negative = quenching; 280,000 compounds, 0.29% hits; AID 1479; active = well fitted curve in either direction with a large enough effect; inconclusive = small, poorly fitted or top-dose-only effect; note: % is set by controls: 0 for no effect and ±100 for the full control effect
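Flags fluorescent or light-absorbing compounds by total fluorescence, S + 2P, at 555 nm excitation and 632 nm emission. Mixture: 20 nM Texas Red SRC2 peptide, 0.6 uM human TRb LBD, 1 uM T3, 5% DMSO; compound exposure 5 h at ambient temperature.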
Tau fluor cs = counter-screen for tau fibril formation inhibitors | tau K18 P301L Alexa594 fluorescence, heparin fibrillization | Potency, µM (titrated, usually from 57.7 µM), inactives show at the highest dose activity change, negative = decrease | 280,000 compounds, 0.93% hits; note: % is set by controls: 0 for no effect and ±100 for the full control effect; nearly all actives have a fitted effect of over 55% in size
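Human K18 P301L tau (15 uM unlabeled plus 0.24 uM Alexa 594-labeled, final) in 100 mM sodium acetate pH 7 was mixed with compound and 20 uM heparin and incubated 6 hr at 37 C.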
Tau fibril FP = blocks human tau fibril formation measured by polarization. 280,000 compounds, 0.39% hits. Potency, µM (top dose mostly 57.7 µM), inactives show at the highest dose activity, negative = inhibition, actives largely listed as inhibitors. K18 P301L tau heparin fibrillization, Alexa594 FP, 6 h. P10636; note: % is set by controls: 0 for no effect and ±100 for the full control effect; nearly all actives have a fitted effect of over 55% in size
Target sequence (P10636 561-689 P618L limits assumed): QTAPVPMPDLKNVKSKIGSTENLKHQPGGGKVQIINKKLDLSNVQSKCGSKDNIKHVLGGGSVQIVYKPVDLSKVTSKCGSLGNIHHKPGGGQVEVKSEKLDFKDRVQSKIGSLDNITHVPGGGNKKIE
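Read-out: fluorescence polarization of Alexa 594-labeled tau (0.24 uM), 555 nm excitation, 632 nm emission. Mixtures held 15 uM unlabeled K18 P301L, compound and 20 uM heparin, pH 7 acetate buffer, incubated 6 hr at 37 C.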
TRb SRC2 PPI = TRbeta-SRC2 interaction inhibition. P10828. TRbeta-SRC2 peptide binding, fluorescence polarization; receptor liganded with 1 µM T3. Potency, µM (titrated, usually from 106 µM), inactives show top-dose activity change, negative = inhibition, hits mostly inhibitors. 280,000 compounds, 0.065% hits;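 note: plate controls were bound peptide for no effect and peptide without receptor for full effect; nearly all actives have a fitted effect of over 50% in size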
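Polarization signal, normalized between peptide-alone and full complex controls, measured compound effects on T3-liganded human TRb LBD (0.6 uM) binding 20 nM Texas Red SRC2 peptide after 5 hr.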
RECQ1 inh = RECQ1 (human) helicase inhibition | RECQ1 DNA unwinding, red fluorescence kinetic read | AID 2549 | P46063 | 240,000 compounds, 0.54% hits | Potency, µM (highest dose often 57.3 µM), for the others: at the highest dose activity, negative = inhibition, usual class: inhibitors;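 note: plate controls were vehicle for no effect and no enzyme for full effect; nearly all actives have a fitted effect of over 30% in size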
Target sequence (P46063 whole entry, looked up): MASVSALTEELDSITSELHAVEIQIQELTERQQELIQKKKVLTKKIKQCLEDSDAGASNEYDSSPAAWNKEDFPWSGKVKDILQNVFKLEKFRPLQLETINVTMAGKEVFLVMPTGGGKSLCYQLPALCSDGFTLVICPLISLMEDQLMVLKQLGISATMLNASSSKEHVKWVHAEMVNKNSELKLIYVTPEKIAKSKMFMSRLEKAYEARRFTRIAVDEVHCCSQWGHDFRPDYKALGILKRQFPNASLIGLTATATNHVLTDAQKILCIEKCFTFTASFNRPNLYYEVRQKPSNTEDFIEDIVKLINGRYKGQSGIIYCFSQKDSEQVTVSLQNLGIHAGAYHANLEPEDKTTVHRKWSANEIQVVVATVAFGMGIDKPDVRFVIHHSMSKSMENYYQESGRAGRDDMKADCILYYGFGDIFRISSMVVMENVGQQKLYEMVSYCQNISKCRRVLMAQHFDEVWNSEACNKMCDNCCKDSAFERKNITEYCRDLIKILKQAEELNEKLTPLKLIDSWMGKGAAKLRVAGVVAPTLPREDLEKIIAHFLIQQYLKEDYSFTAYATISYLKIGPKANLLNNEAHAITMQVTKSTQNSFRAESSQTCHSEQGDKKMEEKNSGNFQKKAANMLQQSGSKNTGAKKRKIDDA
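RECQ1T1 50 nM; forked duplex (20 bp + 30-nt ss tails) 200 nM, ATP 2 mM final; pH 8.0, 2 mM MgCl2, 2.5 ug/ml poly(dI-dC); 15 min compound preincubation; discontinuous kinetic read over 2 h at RT.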
HTT cytoprotect = Huntington cell model cytoprotection by ATP luminescence | 230,000 compounds, 0.14% hits | PC12 HTT-Q103 induced, cytoprotection, ATP luminescence, 40 h | Potency, µM (top dose mostly 56.4 µM), without a hit: cytoprotection (ATP increase), usual class: activators;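 note: % of control where 0% means no effect; nearly all actives have a fitted effect of over 45% in size; toxic huntingtin expression switched on by the ecdysone agonist tebufenozide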
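ATP quantification (ATPlite) reports survival of PC12 cells in which tebufenozide, 100 nM final, switches on Htt exon 1 with 103 glutamines linked to GFP; compounds are titrated.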
L3MBTL1 inh = inhibitors of human L3MBTL1. Q9Y468. AlphaScreen L3MBTL1–H3K9me1 peptide binding. Potency, µM (series often up to 57.1 µM), for the others: at the top dose activity, negative = inhibition, hits mostly inhibitors. 230,000 compounds, 0.66% hits; note: % is set by controls: 0 for no effect and ±100 for the full control effect; nearly all actives have a fitted effect of over 60% in size
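AlphaScreen proximity signal between nickel-chelate acceptor and streptavidin donor beads (final 10 ug/mL) reports binding of 50 nM L3MBTL1 to 75 nM biotin-H3 K9me1 peptide; complex incubated with compounds 30 min at room temperature; cefsulodin titration as control.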
Tau fibril ThT = blocks human tau fibril formation measured by thioflavin T. 270,000 compounds, 2.1% hits. AID 1460. Potency, µM (top dose mostly 57.4 µM), without a hit: top-dose activity, negative = inhibition, actives largely listed as inhibitors. recombinant tau K18 P301L (four-repeat tau fragment), heparin-induced fibrillization, ThT fluorescence. P10636; note: % is set by controls: 0 for no effect and ±100 for the full control effect; nearly all actives have a fitted effect of over 55% in size
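Recombinant human tau K18 fragment […] carrying P301L, 15 uM unlabeled plus 0.24 uM Alexa 594-labeled, was fibrillized with 20 uM heparin in 100 mM sodium acetate pH 7 for 6 hr at 37 C; 30 uM ThT fluorescence read after 1 hr.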
* = called active by the depositor; i = inactive; ? = inconclusive; · = not tested or not shown; & = joins results of further samples; [ ] = dose if it differs, or a comment. Unless noted, calls come from the whole dose curve; as a rule, active = well fitted curve in the direction sought with a large enough effect; inconclusive = small, poorly fitted or top-dose-only effect, or another doubt; inactive = no such curve, though single readings can be large; an effect the other way counts as inactive or inconclusive. Potency is the fitted concentration of half-maximal effect. An excerpt; the hit share may differ from the screen's.

1	Cn1c(O)c(C=NCCN2CCNCC2)c(=O)n(C)c1=O
2	CCc1ccc(CN2CCN(Cc3cc(Br)ccc3O)CC2)cc1
3	O=C(CCC(=O)N1CCC2(CC1)OCCO2)Nc1nnc(C2CCCCC2)s1
4	Cc1cccc(C2=NCC(=O)N(CC(=O)NCc3ccco3)c3sc4c(c32)CCCC4)c1
5	C=C1C/C(=C\C)C(=O)O[C@@H]2CCN3CC=C(COC(=O)[C@@]1(C)O)[C@H]23
assay / compound,1,2,3,4,5
TexasRed fluor,-5%,-4%,-2%,0%,-3%[53 µM]
Tau fluor cs,0%,-18%,-1%,-14%,·
Tau fibril FP,-13%,7%,-1%,?,·
TRb SRC2 PPI,1%,0%,3%,8%,0%[53 µM]
RECQ1 inh,3%,i,-14%,6%,-4%[25.9 µM]
HTT cytoprotect,8%[10 µM],-36%[inhibitor],15%[10 µM],-4%,-9%[40.3 µM]
L3MBTL1 inh,0%,·,12%,-6%,·
Tau fibril ThT,-7%,-15%,0%,?,·

Filtered by structure: those above containing a carbonyl joined to an NH by a bond outside any ring (2)
3	O=C(CCC(=O)N1CCC2(CC1)OCCO2)Nc1nnc(C2CCCCC2)s1
4	Cc1cccc(C2=NCC(=O)N(CC(=O)NCc3ccco3)c3sc4c(c32)CCCC4)c1
assay / compound,3,4
TexasRed fluor,-2%,0%
Tau fluor cs,-1%,-14%
Tau fibril FP,-1%,?
TRb SRC2 PPI,3%,8%
RECQ1 inh,-14%,6%
HTT cytoprotect,15%[10 µM],-4%
L3MBTL1 inh,12%,-6%
Tau fibril ThT,0%,?

Gathered by group: the entries above containing nitrogen in an aromatic ring.
1	Cn1c(O)c(C=NCCN2CCNCC2)c(=O)n(C)c1=O
3	O=C(CCC(=O)N1CCC2(CC1)OCCO2)Nc1nnc(C2CCCCC2)s1
assay / compound,1,3
TexasRed fluor,-5%,-2%
Tau fluor cs,0%,-1%
Tau fibril FP,-13%,-1%
TRb SRC2 PPI,1%,3%
RECQ1 inh,3%,-14%
HTT cytoprotect,8%[10 µM],15%[10 µM]
L3MBTL1 inh,0%,12%
Tau fibril ThT,-7%,0%

The results go on:
6	CCN(CC)P(=O)(Oc1ccccc1)Oc1ccccc1
7	CC1=NN(c2ccccc2)C(=O)C1/C=C1/C(=O)NC(=O)N(c2cc(C)cc(C)c2)C1=O (configuration not stated)
8	CCOc1cccc(C2NCc3ccccc3-n3cccc32)c1O (configuration not stated)
9	Cn1cc(C(=O)N2CCCCC2)c2ccccc21
10	Nc1ncc(P(=S)(N2CCOCC2)N2CCOCC2)s1
assay / compound,6,7,8,9,10
TexasRed fluor,-3%,-2%,-2%,-1%,-3%
Tau fluor cs,-14%,-26%,-17%,3%,-4%
Tau fibril FP,3%,-12%,5%,2%,-8%
TRb SRC2 PPI,-13%,3%,7%,0%,-14%
RECQ1 inh,-3%,-12%,i,-14%,i
HTT cytoprotect,-5%[10 µM],-4%,-1%[0.074 µM],-6%,9%
L3MBTL1 inh,90%[activator],-5%,-16%,·,0%
Tau fibril ThT,-9%,11µM*,-19%,-5%,-8%

11	CCN(CC)c1ccc(CN2CC=C(c3ccc(F)cc3)CC2)cc1
12	CC(C)N1C(=O)CCC1C(=O)N1CCC2(CC1)OCCO2 (configuration not stated)
13	C=CCn1c(O)c(C(CC)=NCCCO)c(=O)[nH]c1=O
14	CN(C)C(CNC(=O)Cc1c(Cl)cccc1Cl)c1ccccc1 (configuration not stated)
15	CCN1C(=O)/C(=C/c2ccc3c(c2)CCN3CCCCl)C(=O)NC1=S
assay / compound,11,12,13,14,15
TexasRed fluor,-1%,0%,-1%,-1%,-1%[53 µM]
Tau fluor cs,-26%,-4%,4%,-2%,-11%
Tau fibril FP,1%,-8%,6%,0%,?
TRb SRC2 PPI,5%,6%,5%,-7%,-2%[53 µM]
RECQ1 inh,-10%,-13%,-6%,-4%,-5%
HTT cytoprotect,5%,1%,6%,-13%,1%[10 µM]
L3MBTL1 inh,·,6%,7%,3%,?
Tau fibril ThT,-20%,-5%,-4%,2%,18µM*

16	O=C(CN1CCCCC1)c1ccc2c(c1)OCO2
17	Cc1cccc(-n2c(/C=C/c3c(C)[nH]c4ccccc34)nc3ccccc3c2=O)c1
18	CN1C(=O)N(C)C(=O)C2(Cc3c(nc4ccccn4c3=O)N3CCC(Cc4ccccc4)CC32)C1=O (configuration not stated)
19	CN1CCN(/N=C/c2c(O)n(Cc3ccc(F)cc3)c(=O)[nH]c2=O)CC1
20	OCCN1C2CCC1CC(O)(c1ccc(F)cc1)C2 (configuration not stated)
assay / compound,16,17,18,19,20
TexasRed fluor,1%,?,3%,-1%,2%
Tau fluor cs,-9%,?,-6%,-9%,-9%
Tau fibril FP,-2%,10%,-2%,-8%,-6%
TRb SRC2 PPI,0%,-8%,7%,7%,9%
RECQ1 inh,-11%,·,-6%,-5%,-2%
HTT cytoprotect,-20%[10 µM],·,-2%,-3%[10 µM],23%
L3MBTL1 inh,2%,·,2%,-2%,·
Tau fibril ThT,-7%,-7%,-17%,-11%,-12%

21	O=c1[nH]c2ccccc2o1
22	O=C(O)CCn1cc(C=C2C(=O)NC(=O)NC2=O)c(-c2cc3ccccc3oc2=O)n1
23	Cc1cc(N=Nc2ccccc2C)ccc1N
24	ClC1=C(Cl)C2(Cl)C3C4C=CC(C4)C3C1(Cl)C2(Cl)Cl (configuration not stated)
25	O=C(Cc1ccccc1)OCn1nnc2ccccc2c1=O
assay / compound,21,22,23,24,25
TexasRed fluor,-9%,1%,-3%[201 µM],-2%&-1%,-1%
Tau fluor cs,-2%,-10%,·,-10%,1%
Tau fibril FP,0%,-8%,·,?,2%
TRb SRC2 PPI,7%,-2%,0%[201 µM],-1%&9%,-2%
RECQ1 inh,-13%,21%,4%,-3%&-7%,-2%
HTT cytoprotect,·,·,-30%[inhibitor],5%,7%[10 µM]
L3MBTL1 inh,1%,-3%,·,·,28%
Tau fibril ThT,-2%,?,·,-8%,4%

26	CN1CCN(c2cc(N3CCNCC3)ccc2[N+](=O)[O-])CC1
27	CCCc1nnc(NC(=O)CCC(=O)N2CCN(CCOC(c3ccccc3)c3ccccc3)CC2)s1
28	COc1ccc(N2C(=O)NC(=O)/C(=C/c3cccc(OC(=O)c4cccs4)c3)C2=O)cc1Cl
29	CCOc1ccc(Cl)cc1CNCCc1ccc(F)cc1
30	Cc1nn(C)c(C)c1/C=C1/CC2C3CC=C4CC(O)CCC4(C)C3CCC2(C)C1=O (configuration not stated)
assay / compound,26,27,28,29,30
TexasRed fluor,-1%,5%,4%,0%,0%
Tau fluor cs,10%,-2%,-20%,-4%,-4%
Tau fibril FP,8%,5%,?,7%,-5%
TRb SRC2 PPI,2%,1%,1%,1%,-16%
RECQ1 inh,6%,-13%,-8%,23%,-6%
HTT cytoprotect,38%[10 µM],3%[10 µM],·,1%[10 µM],-8%[10 µM]
L3MBTL1 inh,-11%,-12%,-12%,15%,-3%
Tau fibril ThT,12%,-17%,?,-3%,?

31	Cn1c(O)c(C=Nc2ccccc2-c2ccccc2)c(=O)n(C)c1=O
32	N/C(=N\[N+](=O)[O-])N/N=C/c1ccc(O)cc1
33	C#CC(C)(CC)NC(=O)Cn1nnc(-c2ccc(OCc3ccccc3C)cc2)n1 (configuration not stated)
34	CCOc1ccccc1-n1c(O)c(C=NCCCn2ccnc2)c(=O)[nH]c1=O
35	COc1ccccc1-n1c(Cc2ccccc2)nc2ccccc2c1=O
assay / compound,31,32,33,34,35
TexasRed fluor,-5%,-6%,4%,-1%,0%
Tau fluor cs,-11%,-7%,?,-3%,-7%
Tau fibril FP,-8%,-3%,?,-3%,-3%
TRb SRC2 PPI,-4%,1%,0%,9%,5%
RECQ1 inh,i,0%,·,i,i
HTT cytoprotect,-3%[10 µM],24%,·,-2%[10 µM],27%[10 µM]
L3MBTL1 inh,·,2%,·,·,-4%
Tau fibril ThT,·,-12%,-10%,·,-4%

36	CCc1ccc(OCC(=O)N2CCN(Cc3ccc4c(c3)OCO4)CC2)cc1
37	CCCNC(=O)c1c(N)n(Cc2ccc3c(c2)OCO3)c2nc3ccccc3nc12
38	NC(=O)c1ccc(C(=O)Nc2ccc([As](=O)(O)O)cc2)cc1
39	C=CCN1C(=O)NC(=O)/C(=C/c2ccc(OC)c(COc3ccc(NC(C)=O)cc3)c2)C1=O
40	CCCC/C(=N\O)c1c[nH]c2ccccc12
assay / compound,36,37,38,39,40
TexasRed fluor,-2%,3%,-7%,-2%,-5%
Tau fluor cs,-19%,?,-6%,-7%,-5%
Tau fibril FP,-1%,?,?,6%,?
TRb SRC2 PPI,8%,-27%,-7%,1%,-5%
RECQ1 inh,-9%,-7%,-4%,-5%,i
HTT cytoprotect,19%[10 µM],-19%[0.074 µM],-11%&6%[10 µM],21%[10 µM],-12%
L3MBTL1 inh,-5%,11%,-3%,2%,·
Tau fibril ThT,?,?,-11%,?,-2%

41	N#Cc1cc2c(nc1SCC(=O)Nc1ccc(OC(F)(F)F)cc1)C1CCN2CC1
42	O=C1C2CCN(CC2)C1Cc1ccccc1O (configuration not stated)
43	CC(NCc1ccc(Cl)cc1Cl)C(O)c1ccccc1 (configuration not stated)
44	COc1cc2c(cc1OC)[C@@H]1C(=O)c3ccc4c(c3OC1CO2)CC(C(C)C)O4 (some centres not stated)
45	O=c1[nH]c(=O)n(-c2cccc(Cl)c2)c(O)c1/C=N/c1ccccn1
46	Cn1c(O)c(C=NCc2ccco2)c(=O)n(C)c1=O
assay / compound,41,42,43,44,45,46
TexasRed fluor,0%,3%,-2%,-2%,1%,-2%
Tau fluor cs,-15%,-6%,-7%,-21%,-1%,-4%
Tau fibril FP,-14%,-1%,-4%,0%,-7%,1%
TRb SRC2 PPI,0%,3%,1%,2%,10%,4%
RECQ1 inh,·,i,i,-11%,-10%,5%
HTT cytoprotect,·,-24%,-34%,·,-11%,-3%[10 µM]
L3MBTL1 inh,·,-1%,-2%,·,4%,·
Tau fibril ThT,1%,-18%,5%,?,?,-8%
